Screens deposited in PubChem by Sanford-Burnham Center for Chemical Genomics.
XBP1 UPR activ = activators of adaptive arm of unfolded protein response (XBP1); CHO-XBP1 luciferase reporter, IRE1-XBP1 UPR activation, luminescence; percent of tunicamycin response, DMSO as zero; activation, % at 20 µM; hit rate 0.33% among 330,000; AID 463104;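 active = versus positive control, 20 µM dose yields 30% or more activation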;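 note: 100% = tunicamycin at 10 µg/mL and 0% = DMSO only wells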
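Material: IRE1-XBP1 luciferase reporter CHO line / Quantity: one thousand reporter cells per well / Buffer or medium: F12 with 10% serum / Compound: 20 µM single concentration, DMSO 1% / Times: 6 h treatment, 37 °C / Detection: Steady-Glo luciferase glow luminescence, 10 min after reagent addition / Benchmarks: tunicamycin high, DMSO low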
CHOP UPR activ = apoptotic UPR (CHOP) activation | hit rate 0.34% among 330,000 | activation, % at 10 µM | CHO-CHOP luciferase reporter, luminescence; percent of tunicamycin response over DMSO baseline;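 active = at 10 µM dose, activation of 40% or more, normalized to positive control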;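 note: 100% = tunicamycin at 10 µg/mL and 0% = DMSO alone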
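Test system: CHO-CHOP cells, stable luciferase reporter of PERK-eIF2a-CHOP signalling | Quantity: 500 CHO-CHOP cells per well | Buffer or medium: F12 plus 10% serum | Compound dosing: 10 µM single point, 0.5% DMSO | Schedule: 6 h compound treatment, 37 °C | Signal: Luciferase luminescence | Control set: Tunicamycin high control, DMSO low control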
Mdm2 MdmX PPI = inhibitors of human Mdm2/MdmX interaction. O15151+Q00987. SaOS-2 split-luciferase Mdm2/MdmX complementation, luminescence. inhibition, % at 8 µM. hit rate 3% among 330,000. AID 485346;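 active = inhibition of at least 50% at 8 µM in the primary screen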
CCR6 antag = blocks CCL20-driven beta-arrestin recruitment at human CCR6; P51684; CHO-K1 CCR6 PathHunter beta-arrestin, luminescence, CCL20-stimulated; inhibition, % at 20 µM; hit rate 0.49% among 340,000;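 active = compounds whose inhibition of the agonist-driven luminescence signal at 20 µM reaches about 50%, limit read from the data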;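 note: cells stimulated with CCL20 at 14 nM final; plate controls were DMSO with CCL20 for no effect and DMSO without agonist for full effect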
Target sequence (P51684 whole entry, looked up): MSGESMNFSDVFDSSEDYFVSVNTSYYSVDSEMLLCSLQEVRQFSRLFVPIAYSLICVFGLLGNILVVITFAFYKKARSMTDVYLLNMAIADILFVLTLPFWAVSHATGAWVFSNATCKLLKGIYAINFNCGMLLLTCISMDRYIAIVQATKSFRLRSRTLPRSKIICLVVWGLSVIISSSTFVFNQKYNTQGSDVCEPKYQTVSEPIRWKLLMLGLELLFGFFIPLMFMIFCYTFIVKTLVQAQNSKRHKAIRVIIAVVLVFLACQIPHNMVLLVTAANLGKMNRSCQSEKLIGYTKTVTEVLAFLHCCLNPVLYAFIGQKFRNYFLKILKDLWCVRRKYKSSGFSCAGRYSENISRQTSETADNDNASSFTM
697 NFkB inh = lowers PMA/ionomycin-induced NF-kB signal in 697 B cells. AID 435022. inhibition, % at 4 µM. hit rate 0.33% among 330,000. 697 B-cell NF-kB luciferase reporter, 16 h; in the data active = inhibition above about 35%
Gli-Sufu block = Gli-Sufu pathway antagonism | inhibition, % at 5 µM | Sufu-KO-LIGHT fibroblasts, Gli luciferase reporter luminescence | hit rate 0.74% among 340,000 | AID 588413;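 active = inhibition above about 55%, limit read from the data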;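 note: 0% = DMSO-treated cells and 100% = wells with medium but no cells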
CXCR6 inh = blocks human CXCR6 beta-arrestin recruitment; O00574; CHO-K1 PathHunter CXCR6 beta-arrestin, luminescence; inhibition, % at 20 µM; hit rate 0.36% among 360,000; in the data active = inhibition above about 34%, passing the limit was not always enough;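 note: antagonist mode with CXCL16 agonist at 10 nM final; 0% = 10 nM CXCL16 with DMSO and 100% = unstimulated wells without agonist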
EBI2 antag = blocks human EBI2 receptor beta-arrestin signaling; EBI2 beta-arrestin recruitment, luminescence, 7a,25-OHC stimulated; inhibition, % at 5 µM; hit rate 0.81% among 360,000; P32249; in the data active = inhibition above about 38%;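 note: enzyme fragment complementation signal reports receptor beta-arrestin coupling in cells; 0% = agonist plus DMSO wells and 100% = wells without agonist; some results beyond the cut were filed as inactive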
Target sequence (P32249 whole entry, looked up, the tested form may be a part): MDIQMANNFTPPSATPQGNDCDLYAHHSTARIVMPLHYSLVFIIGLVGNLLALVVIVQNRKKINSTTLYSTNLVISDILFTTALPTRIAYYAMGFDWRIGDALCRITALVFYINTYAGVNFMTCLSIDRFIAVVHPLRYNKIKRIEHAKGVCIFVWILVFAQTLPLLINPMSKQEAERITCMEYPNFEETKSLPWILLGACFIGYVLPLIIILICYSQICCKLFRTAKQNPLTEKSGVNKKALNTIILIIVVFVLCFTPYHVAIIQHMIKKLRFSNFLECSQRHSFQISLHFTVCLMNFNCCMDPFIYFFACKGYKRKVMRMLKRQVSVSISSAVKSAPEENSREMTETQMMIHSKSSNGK
Jurkat NFkB inh = lowers PMA/ionomycin-induced NF-kB signal in Jurkat cells; inhibition, % at 4 µM; PMA/ionomycin-induced NF-kB luciferase reporter, luminescence; hit rate 0.53% among 330,000; AID 435003; in the data active = inhibition above about 50%
* = called active by the depositor; / = no result given. Not a hit list; about 5% have a hit in one of these screens.

no.	SMILES	XBP1 UPR activ	CHOP UPR activ	Mdm2 MdmX PPI	CCR6 antag	697 NFkB inh
1	COc1ccc(NC(=O)CCCN2C(=O)C(c3ccccc3)Oc3cccnc32)cc1OC (configuration not stated)	-4	-0.2	6	12	-1
2	COC(=O)c1cc(S(=O)(=O)N2CCN(c3ccc(F)cc3)CC2)cn1C	-3	-0.1	28	8	-5
3	COC(=O)CSc1nnnn1-c1cccc2ccccc12	0	-0.3	20	6	23
4	COc1ccccc1C(=O)Oc1ccc(N2C(=O)CCC2=O)cc1	2	-1.5	-41	0	-52
5	Cc1c(C(=O)N2CCCCC2)c(S(=O)(=O)N2CCN(c3ccc(F)cc3)CC2)c(C)n1C	-2	1.0	17	5	-15
6	CCOC(=O)c1c(C)[nH]c(C)c1C(=O)CSc1nc2ccccc2n1CCC#N	2	1.7	-41	4	1
7	CC(=O)Nc1ccc(C2=NNC(=Nc3ccc(S(=O)(=O)N4CCOCC4)cc3)SC2)cc1	-2	1.5	10	14	21
8	Cc1ccc(NC2=NC(c3ccccc3)n3c(nc(C)cc3=O)N2)c(C)c1 (configuration not stated)	-1	-2.0	3	10	21
9	Cc1cc(C)n(Cc2ccc(C(=O)Nc3cccc(Br)c3)o2)n1	-1	1.6	5	9	11
10	CCN(CC)CCCNc1nc(C)cc(COC)c1C#N	-1	1.0	14	12	14
11	O=C(CCNC(=O)C1CCN(S(=O)(=O)c2ccccc2)CC1)NCc1cccc(C(F)(F)F)c1	-7	0.6	14	8	-3
12	C/C(Cl)=C\Cn1c(O)c(N=NC(N)=S)c2cc(Br)ccc21	84*	4.9	75*	55*	18
13	O=C(O)C1CC(=O)N(Cc2ccc(F)cc2)C1 (configuration not stated)	-5	-0.8	-3	-6	3
14	Cc1onc(-c2c(F)cccc2Cl)c1C(=O)OCC(=O)NC1CC1	-2	-0.8	-2	0	13
15	COC(=O)c1ccc(N/C(=N/S(=O)(=O)c2ccccc2)c2ccccc2)cc1	0	3.9	-16	2	-16

no.	Gli-Sufu block	CXCR6 inh	EBI2 antag	Jurkat NFkB inh
1	-22	4	-4	1
2	12	-4	0	6
3	19	1	-2	-5
4	4	-1	-5	-24
5	15	7	0	1
6	1	8	-9	5
7	-2	4	10	-4
8	1	-1	-2	9
9	-8	5	17	-2
10	-9	-4	-9	4
11	8	-3	3	9
12	13	34	10	5
13	-3	-16	2	1
14	-14	-4	1	1
15	-11	0	0	-17

Next part:
no.	SMILES	XBP1 UPR activ	CHOP UPR activ	Mdm2 MdmX PPI	CCR6 antag	697 NFkB inh
16	COc1ccc(CN2C(=O)CCC2(C)C(=O)NCc2cccnc2)c(OC)c1 (configuration not stated)	-1	-0.9	21	10	0
17	Cc1ccc2cc(C)c(N3CCN(c4ccc(F)cc4)CC3)nc2c1	-6	0.7	7	11	6
18	Cc1ccc(C(=O)NC(NCC2CCCO2)C(Cl)(Cl)Cl)cc1 (configuration not stated)	-3	0.6	14	17	-7
19	COc1cc(/C=C2/SC(=S)N(c3ccccc3)C2=O)ccc1Oc1nc(N2CCOCC2)nc(N2CCOCC2)n1	0	-2.1	27	6	-29
20	CCOC(=O)C(NC(=O)c1ccccc1Cl)(Nc1ccc(C)c(C)c1)C(F)(F)F (configuration not stated)	-1	-0.4	3	1	-18
21	CCCCN(C(=O)c1cc2ccccc2o1)c1c(N)n(CCC)c(=O)[nH]c1=O	-4	1.0	0	2	-11
22	COc1cc(/C=C/c2[nH]c(=O)[nH]c(=O)c2[N+](=O)[O-])cc([N+](=O)[O-])c1O	-3	-0.3	20	48	1
23	CC(C)(C)NC(=O)CN1C(=O)NC(c2ccccc2)(c2ccccc2)C1=O	0	-3.3	16	9	16
24	O=C(NCc1ccc(F)cc1F)c1cc(COc2c(F)cccc2F)on1	-3	-2.7	2	4	17
25	CN(C)S(=O)(=O)c1cccc(NC(=O)c2cc(=O)[nH]c(=O)[nH]2)c1	4	1.6	7	6	-20
26	COc1ccc(C(=O)NC(=S)NNC(=O)c2c(-c3ccccc3)noc2C)cc1OC	2	1.8	31	25	-1
27	COc1ccc(NC(=O)CN(C)C(=O)C(C)Sc2ccccc2)cc1 (configuration not stated)	-1	0.1	2	15	10
28	COc1ccc(Cl)cc1NC(=O)C/C(C)=N/NC(=O)C(=O)NCc1ccccc1	-3	-0.8	5	15	1
29	COc1ccc(CNC(=O)C/C(C)=N/NC(=O)c2cnccn2)cc1	5	-0.4	30	12	4
30	O=C(Nc1ccc(Cl)cc1)C1CCCN(c2ncnc3c2nc2n3CCCCC2)C1 (configuration not stated)	-4	-1.5	13	11	-43

no.	Gli-Sufu block	CXCR6 inh	EBI2 antag	Jurkat NFkB inh
16	-18	-4	3	6
17	2	4	12	-22
18	14	-20	-11	6
19	-5	-11	36	-9
20	0	6	5	-3
21	-1	-2	-3	9
22	10	18	1	0
23	-12	-5	14	8
24	-8	-11	-5	-17
25	3	-4	-5	-9
26	-2	24	-1	-8
27	-6	-5	8	-7
28	-7	10	-11	20
29	10	15	-3	14
30	-15	-1	14	-2

Along the list, as entered above:
XBP1 UPR activ for nos. 1–11 → -4, -3, 0, 2, -2, 2, -2, -1, -1, -1, -7

Other records:
no.	SMILES	XBP1 UPR activ	CHOP UPR activ	Mdm2 MdmX PPI	CCR6 antag	697 NFkB inh
31	CCOC(=O)c1nn(-c2ccc(F)cc2)c(=O)cc1OCC(=O)N1CCN(c2ccccc2)CC1	1	0.8	-20	6	17
32	CC(OC(=O)c1ccc(Cl)c(S(N)(=O)=O)c1)C(=O)NCC1CCCCC1 (configuration not stated)	4	-1.2	-4	3	11
33	CN(C)CC(=O)N1CCc2ccccc2C1	-3	-1.4	22	4	-4
34	CCN(CC(=O)Nc1c(F)cccc1F)C(=O)c1cc2ccccc2oc1=O	0	1.2	-2	6	-15
35	CCCCc1nnc(NC(=O)C2CC(=O)N(Cc3ccccc3)C2)s1 (configuration not stated)	-2	0.0	30	15	-9
36	CCNC(=O)CSc1nc2cc([N+](=O)[O-])ccc2n1-c1cccc(C(F)(F)F)c1	0	1.3	-10	24	-9
37	O=c1c(-c2ccccc2)c(-c2ccccc2)oc2cc(O)cc(O)c12	20	3.8	25	15	3
38	O=C(O)CCc1ccc(-c2ccc(F)cc2)n1Cc1ccco1	1	-1.6	-1	2	7
39	Nc1c(S(=O)(=O)c2ccccc2)c2nc3ccccc3nc2n1Cc1ccco1	-2	0.6	37	15	8
40	CCOc1ccccc1-n1nnnc1SCc1nc2ccccc2s1	-2	2.7	1	-11	-67
41	CCC(C)C(NC(=O)C1CCC(C)CC1)C(=O)NCCc1ccc(S(N)(=O)=O)cc1 (configuration not stated)	-3	-1.4	8	7	3
42	Cc1c(C(=O)N2CCCc3ccccc32)oc2ccc(S(=O)(=O)N3CCOCC3)cc12	0	-0.4	-4	-10	-29
43	C=CCOc1ccc(/C=C(\C#N)C(=O)Nc2ccccn2)cc1OC	1	-0.2	22	6	1
44	O=C(NC(=O)N1CCN(c2ccc([N+](=O)[O-])cn2)CC1)c1c(Cl)cccc1Cl	-3	-0.1	25	-3	-7
45	Cc1ccccc1NC(=O)Cc1cccs1	-5	0.3	3	-7	27

no.	Gli-Sufu block	CXCR6 inh	EBI2 antag	Jurkat NFkB inh
31	/	-2	4	11
32	-2	5	4	-2
33	-3	0	-10	9
34	-2	-3	-1	12
35	2	-10	-16	13
36	10	7	13	11
37	13	0	3	-16
38	-11	-1	-10	15
39	10	11	-2	19
40	-5	-3	8	-47
41	0	13	7	-19
42	9	-6	-3	2
43	-3	-4	6	-12
44	13	/	/	19
45	0	0	-13	0

Next results:
no.	SMILES	XBP1 UPR activ	CHOP UPR activ	Mdm2 MdmX PPI	CCR6 antag	697 NFkB inh
46	CCCCOC(=O)Nc1nnc(CC(=O)NCc2ccccc2)s1	-3	-0.2	-8	-5	16
47	N#C/C(=C(/O)CSc1nnc(Cc2cccs2)n1C1CCCCC1)c1nc2ccccc2[nH]1	-1	-0.4	-18	5	-27
48	Cc1nc2ccccc2c(=O)n1NC(=O)C1CC1	-5	-0.6	31	18	3
49	Cc1cccc(C(C(=O)NC2CCCCC2)N(Cc2cccnc2)C(=O)c2csnn2)c1 (configuration not stated)	-2	1.0	4	11	9
50	Cc1c(C(=O)c2ccc(F)cc2)c2ccccn2c1CCc1ccccn1	0	-0.6	-18	13	-4
51	O=S(=O)(c1ccc2ccccc2c1)N1CCCCCC1	-1	1.1	17	17	-7
52	Cc1ccccc1Nc1nc(N)nc(COC(=O)c2c(C)noc2C)n1	10	0.6	28	5	6
53	COc1ccc(N=Cc2c(O)cc(C)oc2=O)cc1	2	2.9	12	-6	4
54	FC(F)(F)c1cccc(-c2nc(COc3ccc(Cl)cc3Cl)no2)c1	2	1.9	25	16	16
55	CC1(NC(=O)C2CCN(C(=O)Nc3ccccc3)CC2)CCS(=O)(=O)C1 (configuration not stated)	-2	-1.8	13	10	-2
56	COc1cccc(CC(NC(C)=O)C(=O)NC2CCN(c3nc(C)cc(C)c3C#N)CC2)c1 (configuration not stated)	-3	-0.9	16	-7	-33
57	O=C1[C@H](Cc2ccccc2)NCC=CC[C@@H](c2ccc(Cl)cc2)N1Cc1ccc(Cl)cc1	/	/	/	-8	/

no.	Gli-Sufu block	CXCR6 inh	EBI2 antag	Jurkat NFkB inh
46	3	11	-5	-5
47	1	-6	5	-9
48	-3	2	2	5
49	-11	5	-12	15
50	-10	1	-8	7
51	3	8	5	2
52	3	-1	10	11
53	7	-6	3	-7
54	0	6	3	7
55	-2	-3	-2	5
56	-5	0	1	-19
57	-2	-5	-8	/

Single entries from above:
#48 – EBI2 antag = 2
#46 – Mdm2 MdmX PPI = -8
#51 – CCR6 antag = 17

6 neighbouring records from above, for reference:
no.	SMILES	XBP1 UPR activ	CHOP UPR activ	Mdm2 MdmX PPI	CCR6 antag	697 NFkB inh
47	N#C/C(=C(/O)CSc1nnc(Cc2cccs2)n1C1CCCCC1)c1nc2ccccc2[nH]1	-1	-0.4	-18	5	-27
48	Cc1nc2ccccc2c(=O)n1NC(=O)C1CC1	-5	-0.6	31	18	3
49	Cc1cccc(C(C(=O)NC2CCCCC2)N(Cc2cccnc2)C(=O)c2csnn2)c1 (configuration not stated)	-2	1.0	4	11	9
50	Cc1c(C(=O)c2ccc(F)cc2)c2ccccn2c1CCc1ccccn1	0	-0.6	-18	13	-4
51	O=S(=O)(c1ccc2ccccc2c1)N1CCCCCC1	-1	1.1	17	17	-7
52	Cc1ccccc1Nc1nc(N)nc(COC(=O)c2c(C)noc2C)n1	10	0.6	28	5	6

no.	Gli-Sufu block	CXCR6 inh	EBI2 antag	Jurkat NFkB inh
47	1	-6	5	-9
48	-3	2	2	5
49	-11	5	-12	15
50	-10	1	-8	7
51	3	8	5	2
52	3	-1	10	11
